# High-throughput results: PubChem, several laboratories
# West Nile antiviral: West Nile virus antiviral activity, cell-based, CPE readout (AID 1621) | West Nile virus-infected cells, CPE inhibition; higher % means a stronger effect | CPE inhibition, % at 10 µM, or IC50 in µM where a hit was titrated | 290,000 tested, 0.02% active; in the data active means a potency from the dose series; inconclusive means CPE inhibition mostly from about 3.7% at the one dose, without a potency; inactive means the rest, 99 in 100 with CPE inhibition below about 2.2%; further: strong numbers were not always called active
# T cell modulator: modulates CD8 T cell binding to vesicles; AID 2052; 2C CD8+ T cell-vesicle binding, flow cytometry; active compounds read low; 330,000 tested, 0.068% active; calls only at 7 µM;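 active means response, share of CD8 T cells binding vesicles, and their 90th percentile fluorescence all below set limits, cut at about 80% in these data, passing the limit was not always enough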
#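 Read-out – percent CD8+ FL2 mean versus row control · System – murine 2C transgenic CD8+ T lymphocytes · Times – 1.5 h cell–vesicle binding at 37 °C, then 20 min icy labelling · Control set – naked vesicles low, QL9 vesicles with vehicle high · Detection – cytometric PE anti-B7-1 and Alexa647 anti-CD8 signals after 1% paraformaldehyde fixation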
# M17LAP inhibition: P. falciparum M17LAP inhibitors, primary screen, biochemical, fluorogenic H-Leu-NHMec substrate, 1536-well (AID 1619). recombinant M17LAP, H-Leu-NHMec fluorogenic kinetic assay; higher % means a stronger effect. inhibition, % at 30 µM, or IC50 in µM where a hit was titrated. 220,000 tested, 0.38% active;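 active means compound inhibiting the enzyme by more than half at any dose during confirmatory dose-response retesting; inconclusive means strong single-dose inhibitors picked by rank but not retested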;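 further: plate controls were full reaction with DMSO carrier for no effect and no enzyme background for full effect; strong numbers were not always called active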
# RSV antiviral HEp-2: inhibition of RSV-induced cytopathic effect – HEp-2 cells, primary 10 µM value included (AID 2391) | CPE inhibition, % at 10 µM; hits with a dose series show IC50 in µM | HEp-2 cells, RSV-induced CPE inhibition; higher % means a stronger effect | 310,000 tested, 0.13% active; in the data active means a potency from the dose series; inconclusive means CPE inhibition mostly from about 23% at the one dose, without a potency; inactive means the rest, 99 in 100 with CPE inhibition below about 21%; further: strong numbers were not always called active
# TNAP activation fold: human TNAP enzyme activators, primary screen, biochemical, luminescent, no phosphate acceptor, uHTS (AID 1001); purified TNAP, luminescent activation assay, no phosphate acceptor; higher activation fold means a stronger effect; activation fold at 20 µM; hits with a dose series show EC50 in µM; 200,000 tested, 0.03% active; in the data active means activation fold from about 3, or a potency from the dose series; inactive means the rest, 99 in 100 with activation fold below about 1.6; further: many of its hits are not listed in these tables
# K1F lysis inhibition: inhibition of K1F phage lysis, E. coli UTI89, bacterial capsule biogenesis inhibitors, alamar blue (AID 488966) | E. coli UTI89 K1F phage lysis, alamar blue, 2 h; higher % means a stronger effect | inhibition, % at 100 µM, or IC50 in µM where a hit was titrated | 340,000 tested, 0.02% active;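 active means phage lysis inhibition, versus mean bacterial control, above a set limit; inconclusive means no clear call, values can overlap the other calls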;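 further: capsule biogenesis inhibitors block K1F phage lysis so surviving cells raise fluorescence; higher fluorescence means more inhibition of phage lysis; actives were called in the ten point dose series up to 300 µM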
# human PMI inhibitors: MPI inhibition at elevated mannose 6-phosphate – biochemical, fluorescence intensity, high mannose 6-phosphate, primary screen (AID 1220). recombinant PMI enzyme, coupled fluorescence intensity; higher % means a stronger effect. one-dose inhibition, % at 20 µM; IC50 in µM for titrated hits. 190,000 tested, 0.66% active
# P. falciparum M1AAP: P. falciparum M1AAP inhibitors, biochemical, fluorogenic H-Leu-NHMec substrate, 1536-well (AID 1445); recombinant M1AAP, H-Leu-NHMec fluorogenic kinetic assay; higher % means a stronger effect; inhibition, % at 30 µM, or IC50 in µM where a hit was titrated; 220,000 tested, 0.42% active;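 active means primary inhibition above the hit cutoff, then over 50% inhibition at one or more dose response concentrations, cut at about 23% in these data, passing the limit was not always enough; inconclusive means conflicting primary data, or primary hits not chosen for dose response; inactive means low primary inhibition, or under 50% at every dose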;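 further: plate controls were DMSO full reaction for no effect and no enzyme background for full effect; strong numbers were not always called active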
# PMI inhibitors: MPI enzyme activity inhibition – biochemical, fluorescence intensity, coupled assay, primary screen (AID 1209). 190,000 tested, 0.42% active. inhibition, % at 20 µM; hits with a dose series show IC50 in µM. purified PMI enzyme, coupled fluorescence intensity; higher % means a stronger effect;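 further: plate controls were DMSO vehicle for no effect and wells lacking substrate for full effect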
# T cell modulator vesicle-bound %: recorded beside T cell modulator, whose call it bears; double positive events, %; measured here: CD8+ vesicle-bound cell fraction;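 binding gate set so that unloaded-vesicle control wells show 10% double positive cells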
# * marks the source's active call; other numbers are inactive results; i = inactive; ? = inconclusive; nt = not tested or not shown; [ ] = remark or other dose. Unless noted, no stated cut-off is given here; in the data, active means inhibition above about 50%; inactive means the rest. Rows were taken by chance; overall some 1.5% were active at least once.
# Sequence of screens – RSV antiviral HEp-2	TNAP activation fold	T cell modulator	West Nile antiviral	T cell modulator vesicle-bound %	M17LAP inhibition	P. falciparum M1AAP	K1F lysis inhibition	human PMI inhibitors	PMI inhibitors
- Cc1ccc(/C=N\NC(=O)CC(=O)NCCc2ccccc2)cc1
  -1.3%	nt	i	-1.7%	52	nt	nt	0.0%	nt	nt
- O=C(N/N=C/c1sc(=O)n(-c2ccccc2)c1Cl)c1ccncc1
  -0.7%	1.2	i	1.7%	62	0%	-1%	0.1%	-2%	-7%
- COc1ccc(S(=O)(=O)N2CCN(C)CC2)cc1Br
  -0.5%	1.1	i	0.1%	40	-7%	-3%	0.2%	-1%	-3%
- COc1cccc(CNC(=O)Cn2ccc3cc(S(=O)(=O)N4CCCC4)ccc32)c1
  7.7%	nt	i	-0.4%	13	nt	nt	0.4%	nt	nt
- O=C(c1cccnc1Cl)N1CCOCC1
  -0.2%	1.1	i	-0.1%	25	-5%	-2%	4.0%	-7%	-9%
- CCn1nnnc1SCC(=O)Nc1nc2ccccc2s1
  1.7%	1.1	i	-0.4%	60	nt	nt	0.0%	11%	8%
- Nc1nnc(SCC(=O)N2CCCCC2)s1
  0.6%	nt	i	-0.3%	34	nt	nt	0.5%[50 µM]	nt	nt
- CC(NC(=O)COc1ccccc1)C(=O)OCC(=O)c1cc2ccccc2o1 (stereo not drawn)
  0.7%	1.1	i	0.3%	13	12%	4%	-1.3%	4%	-8%
- CCOC(=O)N1CCN(c2c(N3CCN(c4ccc(F)cc4)CC3)c(=O)c2=O)CC1
  2.0%	nt	i	-0.7%	18	3%	1%	0.1%	nt	nt
- Cc1nc(N2CCN(C)CC2)c2c(C)c(C(=O)Nc3ccc(C)c(F)c3)sc2n1
  -3.3%	1	i	0.7%	6	7%	6%	1.3%	5%	9%
- O=C(NCc1ccccc1)Nc1cccn(Cc2ccccc2F)c1=O
  3.5%	1.4	i	-1.2%	6	3%	-3%	1.5%[50 µM]	20%	19%
- O=S1(=O)NC(=NCC(c2ccco2)N2CCCCC2)c2ccccc21 (stereo not drawn)
  0.7%	nt	i	-0.8%	29	0%	1%	0.1%	nt	nt
- O=C(Nc1cc(Cl)ccc1O)c1snnc1-c1ccccc1
  11%	1	i	-0.5%	8	4%	-3%	-1.7%	3%	12%
- Cc1nn(CC(=O)N2CCc3ccccc3C2)c(C)c1[N+](=O)[O-]
  0.8%	1.1	i	-0.8%	56	nt	nt	-0.5%	8%	-2%
- CCOc1ccc(NC(=O)N(C2CCCCCC2)C2CCN(C(C)=O)CC2)cc1
  1.7%	1.1	i	0.8%	40	10%	9%	0.3%	13%	7%
- O=C(NC(C(=O)c1ccccc1)N1CCOCC1)c1ccccc1 (stereo not drawn)
  0.9%	1.1	i	0.0%	5	8%	1%	0.3%	8%	8%
- O=C(c1ccc(NS(=O)(=O)c2ccccc2)cc1)N1CCCCCC1
  1.9%	nt	i	-0.7%	65	nt	nt	0.1%	nt	nt
- CCO[C@@H]1OC(C(=O)N2CCOCC2)=C[C@H](C)[C@H]1CCCO
  0.2%	1	i	-0.4%	35	3%	20%	-0.2%	-9%	-6%
- Cc1cc(=O)oc2cc(OC(C)C(=O)Nc3nccs3)ccc12 (stereo not drawn)
  2.6%	1.1	i	-0.2%	20	-10%	4%	0.0%	-1%	3%
- CC(C)Sc1nnc([C@H](Cc2ccccc2)NC(=O)OC(C)(C)C)o1
  2.0%	nt	i	-0.9%	59	2%	1%	nt	nt	nt
- COc1ccc(S(=O)(=O)Nc2ncccc2C)c2ccccc12
  0.4%	nt	i	-0.7%	52	nt	nt	0.3%	nt	nt
- O=C(Cn1cc(C(F)(F)F)cc(Cl)c1=O)Nc1cccc(Cl)c1
  -0.1%	1	i	-1.1%	41	-7%	3%	2.5%	4%	12%
- Cc1cccc(OCc2nnc(N)s2)c1
  -0.3%	1.1	i	0.0%	22	-2%	3%	-0.1%	9%	11%
- COc1cc(C(=O)NCc2cccc3ccccc23)ccc1OCc1ccccc1
  6.8%	1.4	i	0.0%	20	-5%	2%	0.1%	15%	22%
- Cc1cc(C)nc(NS(=O)(=O)c2ccc(NS(=O)(=O)c3ccsc3)cc2)n1
  1.6%	nt	i	0.5%	28	8%	10%	nt	nt	nt
- COc1cc(C(=O)N2CCN(C/C=C/c3ccccc3)CC2)cc(OC)c1C
  1.9%	1	i	-0.7%	20	3%	1%	7.8%	5%	12%
- CCOC(=O)C1=NN(C(=O)COc2ccccc2)C(O)(c2ccc(Br)cc2)C1 (stereo not drawn)
  -1.9%	0.5	i	-0.3%	39	11%	10%	-0.7%	9%	5%
- Cc1ccc(N2C(=O)CC3(CCCC3)CC2=O)cc1
  1.3%	nt	i	-0.1%	56	5%	0%	1.0%	nt	nt
- C[n+]1cc(C(=O)N2CCCCC2)ccc1/C=C/c1c[nH]c2ccccc12
  -0.3%	0.8	i	0.3%	58	75%	17%	-0.4%	22%	7%
- c1ccc(Oc2cnc3ccccc3n2)cc1
  1.5%	1	i	1.3%	41	17%	-5%	0.9%	9%	3%
- CS/C(N)=N/C(=S)Nc1cccc(Cl)c1
  20%	nt	i	-0.3%	44	0%	-1%	1.0%	nt	nt
- O=C(CCc1ccccc1)NCc1ccccn1
  -0.1%	1.1	i	0.3%	52	-7%	1%	1.3%	15%	8%
- COc1ccccc1CC(=O)Nc1ccc(NC(=O)c2cccs2)cc1
  0.0%	nt	i	-0.1%	7	nt	nt	1.6%[50 µM]	nt	nt
- N#C/C(=C/c1cn[nH]c1-c1ccc(Br)cc1)C(=O)O
  -0.4%	0.7	i	-0.4%	49	9%	2%	0.4%	-12%	-18%
- CCOC(=O)c1ccc(S(=O)(=O)Nc2cc(C(=O)O)ccc2Cl)cc1
  0.1%	1.1	i	1.0%	54	1%	6%	-0.1%	-92%	-56%
- CCCCC(=O)Nc1c(-c2cccc(OC)c2)c(=O)c2ccccc2n1C
  0.5%	nt	i	-0.2%	17	nt	nt	0.0%[50 µM]	nt	nt
- CCOC(=O)c1cnc(-n2nc(C)cc2C)nc1Nc1cccc(C(=O)O)c1
  3.2%	1.1	i	0.0%	49	15%	-2%	-0.2%	5%	-2%
- COc1cc(NC(=O)CN2C(=O)NC(c3ccccc3)(c3ccccc3)C2=O)cc(OC)c1
  2.5%	nt	i	-0.6%	23	nt	nt	-1.5%	nt	nt
- CC(CN1CCOCC1)c1ccccc1 (stereo not drawn)
  -0.1%	1	i	0.0%	16	-6%	-1%	0.4%	-12%	-17%
- O=c1c2ccccc2[nH]c(=S)n1CCCN1CCN(c2ccccc2F)CC1
  4.2%	nt	i	-1.5%	48	nt	nt	0.2%	nt	nt
- CC(C)CNC(=O)COC(=O)CNC(=O)c1cc(Cl)cc([N+](=O)[O-])c1
  1.7%	1.2	i	-0.2%	47	2%	-3%	0.1%	-4%	7%
- O=C(CCN1CCN(C/C=C/c2ccccc2)CC1)Nc1ccc(Cl)cc1
  4.3%	1	i	-1.2%	42	9%	1%	2.9%	0%	-2%
- Nc1[nH][nH]c(=O)c1N=Nc1ccc2c(c1)OCO2
  ?	1.1	i	0.2%	53	19%	3%	0.1%	28%	8%
- O=C(CC1CCCC1)Nc1ccc2c(c1)CCC2
  3.4%	1	i	0.0%	38	1%	2%	1.0%	8%	-8%
- COc1ccc(C(=O)NC2CCN(Cc3c(F)cccc3Cl)CC2)cc1OC
  0.3%	nt	i	-1.3%	34	nt	nt	-0.1%	nt	nt
- CCOc1ccc(N(C(C)C(=O)NC2CCCCCC2)S(C)(=O)=O)cc1 (stereo not drawn)
  0.1%	1.1	i	-0.5%	37	5%	-6%	0.3%	-26%	-5%
- O=C(CCCN1C(=O)c2cccc3cccc(c23)C1=O)N1CCN(c2ccc(F)cc2)CC1
  51%	1	i	-0.9%	9	20%	8%	0.5%	22%	24%
- COn1c(=O)c(-c2ccc(F)cc2)[n+]([O-])c2ccccc21
  ?	nt	i	-0.3%	26	nt	nt	0.1%	nt	nt
- Cc1ccc2oc(C(=O)N(CCO)Cc3ccccc3)c(C)c2c1
  4.2%	nt	i	-1.2%	52	nt	nt	-1.3%	nt	nt
- CC1CCCN(C(=O)CSc2nnc3n(C4CCCC4)c(=O)c4ccccc4n23)C1 (stereo not drawn)
  5.8%	1	i	0.1%	24	8%	-4%	4.2%	-3%	7%
- COc1ccc(NC(=O)c2cc(OC)c(OC)c(OC)c2Br)cc1OC
  2.6%	1.1	i	-0.8%	44	-1%	-2%	0.6%	5%	4%
- COc1cc(CNCCc2ccccc2F)ccc1OCC(=O)N1CCCCC1
  0.2%	1.1	i	-0.7%	40	1%	3%	0.3%	2%	-2%
- O=S(=O)(c1ccc(F)c(F)c1)N1CCC2(CC1)OCCO2
  1.6%	nt	i	-0.5%	32	nt	nt	0.1%	nt	nt
- C=CCc1c(C)nc(-c2ccccc2)nc1Nc1ccccc1O
  14%	1	i	-1.5%	18	8%	1%	0.6%	20%	14%
- Cn1c(=O)[nH]c(=O)c2[nH]c(NCCCN3CCOCC3)nc21
  0.3%	1	i	0.7%	33	9%	-4%	2.2%	15%	17%
- Cc1ccc(CN2CC(C(=O)N(C)CC(=O)Nc3cccc(F)c3)CC2=O)cc1 (stereo not drawn)
  1.0%	nt	i	-0.4%	8	nt	nt	0.2%[50 µM]	nt	nt
- CN(CC(=O)N1CCN(c2ccc(F)cc2)CC1)S(=O)(=O)c1ccc(F)cc1
  1.3%	1.1	i	-0.5%	18	-9%	-2%	1.4%	9%	10%
- CC(=O)c1ccc(S(=O)(=O)N2CCC(NC(=O)c3ccccc3)CC2)cc1
  1.8%	nt	i	-0.8%	55	nt	nt	-2.0%	nt	nt
- CCCCOc1ccc(Cl)cc1Nc1nc(NCCO)nc(N2CCCC2)n1
  3.4%	nt	i	0.5%	27	nt	nt	-0.6%	nt	nt
- C/C(=N\NC(=O)c1nnn(-c2nonc2N)c1-c1ccccc1)c1ccccc1O
  0.4%	nt	i	?	17	nt	nt	-0.5%	nt	nt
- CSCCC(NC(=O)c1ccccc1Br)C(=O)N1CCC(C)CC1 (stereo not drawn)
  0.0%	1	i	0.5%	10	-1%	1%	-0.4%	-6%	-8%
- COc1ccc(Cl)cc1NC(=O)CN1C(=O)CCS(=O)(=O)c2ccccc21
  nt	1.1	nt	-0.2%	nt	7%	9%	0.8%	26%	8%
